FBW7 activator: FBW7 E3 ligase activators, primary screen, biochemical, AlphaScreen, human | F-box/WD repeat-containing protein 7 (Homo sapiens), Q969H0 | AlphaScreen FBW7–phospho-cyclin E peptide binding, activator screen | normalized activity (activation), % at 26.1 µM | 650,000 tested, 0.13% active | AID 1259310, 2017; in the data active = normalized activity above about 1.9%;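 also: purified mutant Fbw7 with reduced substrate affinity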
GPR151 ag: activators of human GPR151, primary screen, cell-based, PathHunter beta-arrestin, luminescence; G-protein coupled receptor 151 (Homo sapiens), Q8TDV0; PathHunter beta-arrestin GPR151 cells; activation, % at 11.2 µM; 650,000 tested, 1% active; AID 1508602, 2020; in the data active = activation above about 4.9%;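 also: 0% = median of compound wells and 100% = cells with positive control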
Target sequence (Q8TDV0 whole entry, looked up): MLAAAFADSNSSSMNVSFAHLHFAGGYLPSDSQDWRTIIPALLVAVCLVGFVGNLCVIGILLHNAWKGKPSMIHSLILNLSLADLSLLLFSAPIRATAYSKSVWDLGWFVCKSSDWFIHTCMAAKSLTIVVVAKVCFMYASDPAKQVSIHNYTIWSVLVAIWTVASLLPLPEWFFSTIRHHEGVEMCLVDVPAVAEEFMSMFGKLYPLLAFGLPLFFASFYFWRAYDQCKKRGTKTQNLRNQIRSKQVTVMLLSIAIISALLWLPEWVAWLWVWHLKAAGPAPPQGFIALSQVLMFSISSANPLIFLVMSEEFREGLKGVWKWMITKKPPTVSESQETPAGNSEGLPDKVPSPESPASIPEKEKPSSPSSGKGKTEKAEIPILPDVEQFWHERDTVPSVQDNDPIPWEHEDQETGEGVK
MITF inh: MITF inhibitors, primary screen, biochemical, AlphaScreen, human; Microphthalmia-associated transcription factor (Homo sapiens), O75030; AlphaScreen MITF homodimerization, bead proximity signal; inhibition, % at 2.6 µM; 650,000 tested, 0.91% active; in the data active = inhibition above about 50%;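 also: 0% = vehicle wells with protein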
Target sequence (O75030 whole entry, looked up): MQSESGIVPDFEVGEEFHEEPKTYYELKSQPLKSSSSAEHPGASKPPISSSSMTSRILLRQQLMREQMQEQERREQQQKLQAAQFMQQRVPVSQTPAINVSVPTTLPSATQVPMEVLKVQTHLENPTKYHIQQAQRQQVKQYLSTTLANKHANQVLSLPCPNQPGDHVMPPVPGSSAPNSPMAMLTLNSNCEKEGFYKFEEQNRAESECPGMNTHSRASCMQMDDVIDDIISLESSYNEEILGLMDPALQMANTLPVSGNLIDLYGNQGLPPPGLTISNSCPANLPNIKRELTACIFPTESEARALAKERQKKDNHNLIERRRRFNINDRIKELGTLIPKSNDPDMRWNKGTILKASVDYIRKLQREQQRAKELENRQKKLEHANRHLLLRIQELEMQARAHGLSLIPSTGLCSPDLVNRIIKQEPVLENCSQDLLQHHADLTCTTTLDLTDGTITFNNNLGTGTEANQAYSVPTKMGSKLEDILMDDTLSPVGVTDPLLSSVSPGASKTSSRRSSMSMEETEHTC
TEAD-YAP block: TEAD-YAP interaction inhibition, primary screen, TEAD-YAP interaction inhibitor project, luminescence, HEK-TIYL cells; TEAD-Gal4/YAP UAS-luciferase luminescence; inhibition, % at 9.12 µM; 640,000 tested, 1.4% active; AID 1259422, 2018; in the data active = inhibition above about 32%;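 also: 0% = median of test compound wells and 100% = reference inhibitor wells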
An asterisk follows results filed as active; . = not tested or not shown. Not a hit list, and some 3.4% of all compounds hit somewhere here.

Sequence of screens: MITF inh	FBW7 activator	GPR151 ag	TEAD-YAP block
CCc1nn2c(C(=O)NCc3ccccc3)cc(=O)nc2s1
    7	0.0	2.0	6
O=C(CN1C(=O)C2CC=CCC2C1=O)Nc1ccc(-c2cn3ccsc3n2)cc1 (stereo not given)
    7	0.4	-1.7	-12
COc1ccc(N2CCN(C(=O)c3oc(=O)c4ccccc4c3-c3ccccc3)CC2)cc1
    2	0.0	-0.1	-3
Cc1cc(C(=O)O)ccc1NC(=O)CCCC(=O)O
    -9	-0.2	-0.1	5
O=C(Nc1ccc(-c2cn[nH]c2)cc1)C1CNC[C@H]1c1cccc(C(F)(F)F)c1 (stereo not given in full)
    -17	-0.1	1.8	-5
COc1ccc(C(=O)N/C(=C\c2ccc(Cl)cc2)C(=O)NCCc2c(C)[nH]c3ccccc23)cc1
    3	0.0	0.8	11
COCCN(C(=O)CNC(=O)c1ccco1)C(C(=O)NC1CCCCC1)c1cccnc1 (stereo not given)
    -6	-0.1	0.6	-4
COc1ccc(NC(=O)c2nnn(-c3ccc(F)c(Cl)c3)c2C)cc1
    -14	0.1	0.0	1
O=C(Cc1ccccc1[N+](=O)[O-])Nc1nnc(Cc2ccc(Cl)cc2)s1
    20	0.2	-0.3	7
CCNC(=O)CC1C(=O)N(Cc2ccccc2)C(=S)N1NC(=O)c1ccc(Cl)cc1 (stereo not given)
    -10	-0.1	0.4	6
S=C1NCCNC(=S)NCCOCCN1
    14	0.5	-1.5	1
CC(=O)c1ccc(NC(=O)COc2cc(C)c(Cl)c(C)c2)cc1
    3	-0.1	0.4	1
c1ccc2c3c(c(CN4CCOCC4)cc2c1)COC3
    -5	0.0	0.8	-1
COc1ccc(Br)cc1/C=C1\C(=O)NC(=O)N(CCc2ccc(F)cc2)C1=O
    9	-0.4	-1.2	4
N#Cc1cnc(=S)[nH]c1N
    7	-0.1	1.5	11
C/C(N)=C(/C#N)C(=O)COC(=O)CCSc1ccccc1Cl
    -71	-0.1	0.5	0
CCOc1ccc(NC(=O)CN2CCN(CC(=O)Nc3ccc(F)cc3)CC2)cc1
    12	0.4	1.6	13
N#Cc1nc2n(c1C#N)CN(CCc1ccc(Cl)cc1Cl)CN2
    0	0.0	-1.3	8
N#Cc1c(NC(=O)C(F)(F)F)sc2c1CCC2
    11	-0.2	-0.3	8
CC(NC(=O)c1ccc(OC2CCN(Cc3ccccn3)CC2)cc1)c1ccccc1 (stereo not given)
    0	0.0	0.1	1

Structural class, those above containing a cyano group.
Sequence of screens: MITF inh	FBW7 activator	GPR151 ag	TEAD-YAP block
N#Cc1cnc(=S)[nH]c1N
    7	-0.1	1.5	11
C/C(N)=C(/C#N)C(=O)COC(=O)CCSc1ccccc1Cl
    -71	-0.1	0.5	0
N#Cc1nc2n(c1C#N)CN(CCc1ccc(Cl)cc1Cl)CN2
    0	0.0	-1.3	8
N#Cc1c(NC(=O)C(F)(F)F)sc2c1CCC2
    11	-0.2	-0.3	8

(list continues)
Sequence of screens: MITF inh	FBW7 activator	GPR151 ag	TEAD-YAP block
NNC(=O)c1cccc(S(=O)(=O)Nc2cc(Cl)ccc2Cl)c1
    7	0.0	1.4	-3
Cc1c(Cl)cccc1NC1CS(=O)(=O)CC1O (stereo not given)
    5	0.1	-1.9	13
COc1ccccc1/C=C1\SC(=Nc2ccccc2F)NC1=O
    -9	0.1	-1.1	8
S=C(Nc1ccccc1Cl)N(Cc1ccccc1)Cc1cccs1
    -7	0.1	-0.5	9
Cc1ccoc1C(=O)N1CCCC(c2[nH]ncc2-c2cccc(F)c2)C1 (stereo not given)
    1	-0.1	-0.1	1
O=C(Cn1c(=S)[nH]c2ccccc2c1=O)NCCSCc1ccccc1
    -5	0.2	-0.7	5
CC(=O)c1cccc(-c2ccc(OCc3ccccn3)nc2)c1
    13	-0.2	-1.2	-26
COc1ccccc1NC(=O)CSc1nc2ccccc2n1S(=O)(=O)c1ccc(Cl)cc1
    -1	-0.1	-0.3	-7
COc1ccc(CCNCC(O)COc2cccc(Br)c2)cc1OC (stereo not given)
    31	-0.2	-0.1	6
CC(Oc1cccc(Cl)c1)C(=O)N/N=C/c1cc([N+](=O)[O-])ccc1O (stereo not given)
    2	-0.1	0.9	14
Clc1ncnc2c1sc1nc(N3CCOCC3)c3c(c12)CCCC3
    -3	0.5	0.1	14
CCOc1ccccc1NC(=O)Nc1cccc([N+](=O)[O-])c1C
    0	-0.1	0.7	-6
Cc1cc(S(=O)(=O)N2CCCC2C(=O)O)c(C)cc1Cl (stereo not given)
    0	0.0	0.3	7
Cc1ccsc1/C=c1\sc2nnc(-c3ccccc3)n2c1=O
    19	0.0	-0.5	6
CC(C)COc1ccc(/C=C(/C#N)C(=O)NC2CCCC2)cc1
    10	1.4	-0.1	-2
COCCNC(=O)c1nn(-c2ccc(OC)cc2)c(=O)c2c1c1ccccc1n2C
    18	0.4	-0.6	6
Cc1c(C(=O)Nc2cccc(Cl)c2)sc2ncnc(N3CCN(c4ccccc4F)CC3)c12
    -9	0.0	1.0	-4
CCOc1ccccc1NS(=O)(=O)c1ccc(Br)c(OC)c1
    -9	0.0	-0.4	5
COc1cc(Nc2nc(NC3CCN(Cc4ccccc4)CC3)c3ncn(-c4ccccc4)c3n2)cc(OC)c1OC
    5	-0.2	0.3	3
CCOC(=O)c1ccc(Oc2cc(C)nc(Cl)n2)cc1
    -8	-0.1	-1.9	9

Exported as labelled records: entries from further up.
Cc1cc(S(=O)(=O)N2CCCC2C(=O)O)c(C)cc1Cl (stereo not given)
  MITF inh: 0
  FBW7 activator: 0.0
  GPR151 ag: 0.3
  TEAD-YAP block: 7

Cc1ccsc1/C=c1\sc2nnc(-c3ccccc3)n2c1=O
  MITF inh: 19
  FBW7 activator: 0.0
  GPR151 ag: -0.5
  TEAD-YAP block: 6

CC(C)COc1ccc(/C=C(/C#N)C(=O)NC2CCCC2)cc1
  MITF inh: 10
  FBW7 activator: 1.4
  GPR151 ag: -0.1
  TEAD-YAP block: -2

(next part)
Sequence of screens: MITF inh	FBW7 activator	GPR151 ag	TEAD-YAP block
O=C(NC12CC3CC(CC(C3)C1)C2)N1CCc2ccccc2C1
    6	0.0	-2.6	-2
COc1cc(C(=O)OCC(=O)N2CCCC2)c([N+](=O)[O-])cc1OC
    -15	0.0	-0.4	-7
CCOC(=O)C1=C(C)N=c2s/c(=C/c3ccc(OCCOc4ccc(C(C)(C)C)cc4)c(OC)c3)c(=O)n2C1c1ccc(OC)cc1 (stereo not given)
    0	0.3	2.0	3
Cc1cccc(NC(=O)C(=O)N/N=C/c2cccs2)c1C
    -13	0.0	-4.4	-52
CCN(CCO)C(=O)CC(c1ccccc1)c1cc(Cl)ccc1O (stereo not given)
    -3	-0.1	-0.8	5
Cc1onc(-c2ccccc2Cl)c1C(=O)Nc1ccc2c(C)cc(=O)oc2c1
    -2	-0.2	3.0	9
COc1ccc(C2CC(C(F)(F)F)n3nc(C(=O)Nc4ccc(F)cc4F)c(Cl)c3N2)cc1OC (stereo not given)
    10	0.3	0.3	4
Cc1cc(C)c(Cc2c(C)nc3ncnn3c2C)c(C)c1
    8	0.1	-1.9	3
CC[C@H](Cn1ncc2ccccc2c1=O)NC(=O)Cc1n[nH]c(=O)c2ccccc12
    5	0.0	0.2	-7
CCCCOc1ccc(NC(=O)CSc2nc3ccc(NC(=O)c4cccc5ccccc45)cc3s2)cc1
    7	0.1	-0.2	10
COC(=O)c1ccccc1NC(=O)CSc1nccc(C)n1
    -17	0.7	-1.2	-6
CC(C)NC(=O)CSc1nnc(-c2ccc3c(c2)OCO3)o1
    3	-0.1	-2.3	-8
CCOC(=O)CSc1nc(NCCc2ccccc2)c2ccccc2n1
    5	0.1	-0.2	1
CC(C)C(=O)N(Cc1ccc(C(C)C)cc1)C1CCS(=O)(=O)C1 (stereo not given)
    8	0.1	-0.2	-8
COc1ccc(C2=CCC(=O)O2)c(OC)c1
    -3	-0.1	-0.8	-6
CCOC(=O)c1sc2nc(SCC(=O)NCc3ccccc3Cl)n(CCc3ccccc3)c(=O)c2c1C
    -3	0.0	3.3	2
COc1cccc(/C=C/C(=O)C2C(=O)C=C(C)OC2=O)c1OC (stereo not given)
    -10	-0.1	-2.0	-18
CCN(CC)CCN(C(=O)c1ccccc1F)c1nc2ccccc2s1
    13	0.1	2.6	-4
O=C1CCCN1CCCNc1nc(NCc2cccc(C(F)(F)F)c2)c2ncn(C3CCCCC3)c2n1
    8	0.1	5.9*	-11
Cc1ccc(-n2c(=S)[nH]c3c(c2=O)C2(CCCCC2)Cc2ccccc2-3)cc1
    4	-0.1	0.3	14
FC(F)(F)c1cccc(Nc2nccn3c(-c4cccs4)cnc23)c1
    15	-0.2	0.5	-3
Cc1ccc([N+](=O)[O-])cc1S(=O)(=O)Nc1cccc(-c2csc(-c3ccccc3)n2)c1
    10	0.2	-2.0	-1
CCOC(=O)c1[nH]c(C)c(CN(C(=O)CCCC(=O)O)c2ccc(F)cc2)c1C
    2	0.0	-0.2	-1
CC(CNC(=O)c1ccc2c(c1)OCO2)c1ccc([N+](=O)[O-])cc1 (stereo not given)
    -7	-0.1	-0.6	-9
NS(=O)(=O)c1ccc(NC(=O)c2ccco2)cc1
    19	0.9	-1.0	-1
Cn1ncc(Br)c1-c1cccc(NC(=O)COCC(=O)O)c1
    7	-0.4	0.0	-9
CCCCCCCCCCCCCCCCCCCCCCCCC(=O)OC
    -10	.	2.9	.
O=C1CCCN2N=C(SCC(=O)N3CCc4ccccc43)SC2=N1
    -4	0.1	-0.3	11
CC(C)c1ccc(/C=N/NC(=O)COc2ccccc2)cc1
    12	0.8	-1.6	6
CCOc1cc(/C=c2/sc3nc4ccccc4n3c2=O)cc(Br)c1O
    7	-0.1	3.1	7
FC(F)Oc1ccc(C2=CC(c3cccc(Cl)c3)n3nnnc3N2)cc1 (stereo not given)
    -4	-0.2	0.0	-6
CCOC(=O)N1CCN(CCC(=O)Nc2ccc(OC)cc2)CC1
    0	0.2	-1.1	-4
CCc1ccc(N2CC(C(=O)Nc3cccc(C)n3)CC2=O)cc1 (stereo not given)
    19	0.5	-0.1	9
COc1ccc(C(=O)Nc2ccc3nn(-c4ccccc4)nc3c2)cc1Cl
    7	0.1	0.4	3
Cc1ccc(-c2cc(-c3ccccc3)nc(SCC(O)CNc3ccc(Cl)cc3)c2C#N)cc1 (stereo not given)
    9	0.4	0.3	14
COc1ccc(-n2nc3c(c2N)CSC3)cc1
    1	-0.1	-2.4	-45
C/C(=N\N=C(/C)c1nnn(-c2nonc2N)c1C)c1cccc([N+](=O)[O-])c1
    -5	0.0	-1.2	1
CC1=C(C(=O)Nc2ccccc2C)C(c2ccc(O)cc2)NC(=O)N1 (stereo not given)
    -2	0.0	0.3	5
Cc1ccc([N+](=O)[O-])cc1S(=O)(=O)N1CCCC1
    -7	-0.3	-0.1	-38
CCOC(=O)C1=C(O)/C(=C/c2cc(OC)c(O)c(OC)c2)SC1=Nc1ccccc1
    8	0.0	-0.6	-19
Cc1cc(N2C(=O)CC(Cc3ccc(Cl)cc3)C2=O)no1 (stereo not given)
    -7	0.2	2.9	-7
O=C(NCCOC12CC3CC(CC(C3)C1)C2)c1cc2ccccc2oc1=O
    17	0.1	0.4	1
O=C(CSc1nccc(=O)[nH]1)Nc1ccc(I)cc1
    4	0.6	0.0	-3
COc1cccc(CN(CCCN2CCN(C)CC2)C(=O)c2cn(C)c3cc(-c4cn[nH]c4)ccc23)c1
    1	0.0	-1.8	1
COC(=O)c1c(OCc2ccncc2)cc(=O)n2c1CCN(CCCC(F)(F)F)CC2
    -1	0.2	0.3	-11
COc1ccc(S(=O)(=O)N2CCSC2c2ccc(Cl)cc2)cc1 (stereo not given)
    11	0.0	0.8	3
N#C/C(=C\c1ccc(N2CCOCC2)cc1)c1[nH]nc(N)c1C#N
    18	0.2	-2.1	39*
Cc1ccccc1-n1c(SCC(=O)NCCc2ccc(S(N)(=O)=O)cc2)nc2n[nH]c(C)c2c1=N
    17	0.3	0.0	-4
CC[C@H](C)[C@@H]1NC(=O)[C@@H]2C[C@H](NCc3ccc(F)cc3F)CN2C1=O
    -14	-0.1	0.0	-4
O=C(Nc1cc(Cl)cc(Cl)c1)c1ccc([N+](=O)[O-])s1
    11	0.1	-1.7	18
CCOc1cc(C(=O)Nc2cccc3c2C(=O)NC3=O)cc(OCC)c1OCC
    -9	0.0	0.6	-10
Cc1ccc2onc(CNC(=O)N3CCN(Cc4ccc5c(c4)OCO5)CC3)c2c1
    7	0.0	1.1	15
O=C(COc1ccc([N+](=O)[O-])cc1)Nc1cccc(Br)c1
    -2	-0.1	0.6	-18
C=CCN(CC=C)C(=O)c1c(-c2ccccc2Cl)noc1C
    -5	0.2	0.4	-6
COc1ccc(C2(O)CCN(C(=O)c3c(F)cccc3F)CC2)cc1
    -11	0.0	-0.6	-8
CCOC(=O)c1c(NC(=O)c2cc(OC)cc(OC)c2)sc2c1CCC2
    4	0.2	0.1	1
COc1ccc(NC(=O)c2ccc(C)cc2)cc1
    6	0.1	-3.6	25
COc1ccc(C2NC(=S)NC(C)=C2C(=O)Nc2ccccc2C)cc1OC (stereo not given)
    2	0.0	-0.1	12
CC(C)(C)NC(=O)c1cc(-c2ccco2)[nH]n1
    7	0.1	-1.9	0
